RMI-FANCM inh: disruptors of RMI1/RMI2 association with MM2 peptide – biochemical, fluorescence polarization, human, primary screen; AID 1159607, 2016; FP signal (polarization) at 33 µM; RMI core complex (RMI1/RMI2) binding to FANCM MM2 peptide, human; RMI core complex with F-MM2 peptide; hits give low values; 70,000 compounds, 0.58% hits; in the data active = FP signal below about 40; also: inactives centre near 61; strong numbers were not always called active; unit not given here
An asterisk follows results filed as active; & = joins results of further samples.

Start of the listing, in advance:
RMI-FANCM inh | mol
62 | Cc1cc(C)cc(N2CC(c3nc4ccccc4n3Cc3ccc(F)cc3)CC2=O)c1 (stereo unspecified)
77 | Cc1ccccc1-c1nc(NC(=O)CSc2ncnc3sc4c(c23)CCC(C)C4)ns1 (stereo unspecified)
57 | O=C(c1ccccc1)c1ccc(OCC(O)CN2CCN(c3ccccn3)CC2)cc1 (stereo unspecified)
66 | Cc1onc(-c2ccccc2)c1C(=O)CN1CCN(c2nc3cc(Cl)ccc3s2)CC1
60 | COc1ccc2cc(C(=O)OC(C)C)sc(=O)c2c1OC
54 | O=C(c1cc2ccccc2o1)n1sc(=O)c2ccccc21
61 | CSC(=CC(=O)C(C)(C)C)SC

All compounds of this part, previewed entries included:
RMI-FANCM inh | mol
62 | Cc1cc(C)cc(N2CC(c3nc4ccccc4n3Cc3ccc(F)cc3)CC2=O)c1 (stereo unspecified)
77 | Cc1ccccc1-c1nc(NC(=O)CSc2ncnc3sc4c(c23)CCC(C)C4)ns1 (stereo unspecified)
57 | O=C(c1ccccc1)c1ccc(OCC(O)CN2CCN(c3ccccn3)CC2)cc1 (stereo unspecified)
66 | Cc1onc(-c2ccccc2)c1C(=O)CN1CCN(c2nc3cc(Cl)ccc3s2)CC1
60 | COc1ccc2cc(C(=O)OC(C)C)sc(=O)c2c1OC
54 | O=C(c1cc2ccccc2o1)n1sc(=O)c2ccccc21
61 | CSC(=CC(=O)C(C)(C)C)SC
66 | COc1ccc(C(=O)NCCn2ncc3c(=O)n(Cc4ccc(C)cc4)cnc32)cc1OC
63 | COc1ccc(S(=O)(=O)N2CCN(c3ccc(-c4cccnc4)nn3)CC2)cc1F
59 | O=C(CSc1nnc(NC(=O)C2CC(=O)N(c3ccccc3)C2)s1)OCc1ccccc1 (stereo unspecified)
53 | NC(=O)c1sccc1NC(=O)CSCc1ccc(Cl)cc1
52 | CSc1cccc(C(=O)Nc2cc(C)on2)c1
52 | O=C(NCCN1CCOCC1)C(=O)Nc1cccc(N2CCCCC2=O)c1
64 | Cc1ccc(S(=O)(=O)N=C(Nc2ccccc2I)c2ccccc2)cc1
63 | COc1ccc(CC(=O)Nc2cc(-c3cccs3)nn2-c2nc(C)c(C)c(=O)[nH]2)cc1OC
61 | CN1CCN(C(CNC(=O)C(=O)Nc2cccc(C(F)(F)F)c2)c2ccsc2)CC1 (stereo unspecified)
64 | O=C(CCCNS(=O)(=O)c1ccccc1)NCc1cccnc1
51 | Cc1csc(SCc2cc(=O)c(OC(=O)c3ccc(S(=O)(=O)N4CCCC4)cc3)co2)n1
53 | COc1cc(C2=NNC(=O)CC2)cc(OC)c1OC
70 | O=S(=O)(Nc1cccc(-c2cn3c(n2)SCC3)c1)c1ccc2c(c1)OCCO2
64 | CS(=O)(=O)N1CCC(C(=O)N2CCN(c3nc4ccccc4s3)CC2)CC1
67 | O=C(C1CCCO1)N1CCc2ccc(NS(=O)(=O)c3ccc(Cl)cc3)cc21 (stereo unspecified)
67 | O=C(Nc1ccc2c(c1)CN(C(=O)c1ccco1)CC2)c1ccco1
57&46 | O=C(NCCNCC(O)COc1ccc(O)cc1)N1CCOCC1 (stereo unspecified)
59 | Cn1nc(C(=O)N2CCN(c3cccc(Cl)c3)CC2)ccc1=O
75 | O=C(NCCN1CCOC(c2ccccc2)C1)c1ccc2ccccc2c1 (stereo unspecified)
60 | CC1=C(C(=O)Nc2ccccc2)C(c2ccccn2)n2nc(SCc3ccccc3)nc2N1 (stereo unspecified)
61 | O=C(NCCNS(=O)(=O)c1ccc(F)cc1)c1ccc(NC(=O)C2CC2)cc1
58 | NS(=O)(=O)c1cc(C(=O)Nc2ccccc2Cl)ccc1F
54 | CCn1cc(NC(=O)Nc2ncccc2C)c2ccccc21
61 | CCCS(=O)(=O)c1csc(C(=O)OC)c1N/N=C\c1ccc(N(C)C)cc1
119 | N#Cc1c(NC(=O)COc2ccc(F)cc2)sc2c1CCN(Cc1ccccc1)C2
58 | CCOC(=O)Cc1csc(NC(=O)CSc2ccccn2)n1
63 | COc1ccc(N2CCN(CCNC(=O)C(=O)Nc3cc(Cl)ccc3OC)CC2)cc1
70 | O=c1cc(-c2ccccc2)n2c(=S)[nH]nc2[nH]1
69 | O=C(NCc1cccs1)C(=O)Nc1ccc(Cl)c(N2CCCS2(=O)=O)c1
146 | C=C1C(C(=O)Nc2ccc(OCc3ccccc3)cc2)C1C(=O)Nc1ccc(OCc2ccccc2)cc1 (stereo unspecified)
63 | Cc1ccc(NC(=O)c2ccco2)cc1Cl
65 | Cc1ccccc1C(=O)NCCn1ncccc1=O
65 | O=C(Cc1ccc(F)cc1)NCC(c1ccsc1)N1CCCC1 (stereo unspecified)
53 | Cc1ccc(-c2cnc(-c3ccccc3)sc2=O)cc1
56 | O=C(NCc1ccccc1)N1CCn2cccc2C1c1ccccc1F (stereo unspecified)
65 | O=C(Nc1ccc(O)c(-c2nc3ccccc3s2)c1)c1cc(Cl)cc(Cl)c1
63 | C=CCn1c(SCC(=O)NCc2ccccc2Cl)nc2cc(C(=O)NCC3CCCO3)ccc2c1=O (stereo unspecified)
55 | O=C(Nc1nnc(-c2cc3ccccc3o2)o1)c1c(F)cccc1F
61 | Cc1nnc(C2CCCN(S(=O)(=O)c3cccnc3)C2)s1 (stereo unspecified)
60 | Cc1ccc([N+](=O)[O-])cc1S(=O)(=O)NCc1csc(-c2ccccc2)n1
48 | CC(C)S(=O)(=O)/C(C#N)=C/Nc1ccc(Cl)cc1

Pulled by structure from above:
RMI-FANCM inh | mol
60 | Cc1ccc([N+](=O)[O-])cc1S(=O)(=O)NCc1csc(-c2ccccc2)n1
48 | CC(C)S(=O)(=O)/C(C#N)=C/Nc1ccc(Cl)cc1
56 | O=C(NCc1ccccc1)N1CCn2cccc2C1c1ccccc1F (stereo unspecified)
63 | C=CCn1c(SCC(=O)NCc2ccccc2Cl)nc2cc(C(=O)NCC3CCCO3)ccc2c1=O (stereo unspecified)
65 | O=C(Nc1ccc(O)c(-c2nc3ccccc3s2)c1)c1cc(Cl)cc(Cl)c1
61 | Cc1nnc(C2CCCN(S(=O)(=O)c3cccnc3)C2)s1 (stereo unspecified)

Next compounds:
RMI-FANCM inh | mol
59 | COc1ccc(-c2ccc(/C=C(\NC(=O)c3ccccc3)C(=O)N3CCOCC3)o2)cc1
59 | COc1ccc(-c2cc(=O)c3c(OC)cccc3o2)cc1
58 | CCOc1ccc(C2C(C#N)=C(N)Oc3cc(C)n(Cc4ccco4)c(=O)c32)cc1OCC (stereo unspecified)
125 | COC(=O)c1ccc(NC(=O)Cn2cnc3c(-c4ccccc4)csc3c2=O)cc1
67 | CCCS(=O)(=O)N1CCc2ccc(NC(=O)Cc3ccc(OC)c(OC)c3)cc2C1
58 | Cc1ccc(Nc2nc(NCCN3CCOCC3)nc3nccnc23)cc1Cl
62 | COc1ccc(C)cc1Nc1nc(C(=O)N2CCN(S(C)(=O)=O)CC2)cs1
67 | O=C(Nc1nc(-c2nc3ccccc3s2)cs1)c1cccs1
60 | O=C(O)CCCC(=O)Nc1ccc(Br)cn1
64 | CCCCCOc1ccc(C(=O)Nc2ccc(-c3nc4ccccc4[nH]3)cc2)cc1
70 | C=CCn1c(SCC(=O)Nc2ccc3c(c2)OCCO3)nc2sc3c(c2c1=O)CCCCC3
64 | CCOC(=O)c1sc(NC(=O)c2ccn(CC)n2)nc1C
53 | CC(C)COc1ccc(/C(=N/O)c2ccccc2)cc1
62 | Cc1nc(SCc2ccccc2)[nH]c(=O)c1CC(=O)NCCc1c[nH]c2ccccc12
69 | CN(C)c1ccc(CCNC(=O)c2cccc3ccccc23)cc1
75&54 | c1ccc(COn2nnc3ccccc32)c(COn2nnc3ccccc32)c1
60 | CC(C)(C)OC(=O)N1CCC(c2nc(-c3ccc(Cl)s3)cs2)CC1
60 | CCOc1ccc(N(C)S(=O)(=O)c2ccc(Cl)cc2)cc1
66 | CC(=O)Nc1ccc(SCC(=O)Nc2ccc3c(c2)OCCO3)nn1
61 | CCNC(=O)N1CCCC(c2nnc(-c3ccc4c(c3)OCO4)o2)C1 (stereo unspecified)
54 | NNC(=NS(=O)(=O)c1ccccc1)NNc1ccccc1
81 | CN1C(=O)c2ccc(NC(=O)c3ccnn3C)cc2C1=O
55 | CC(C)(C)c1nn2c(SCC(=O)c3ccc(Cl)c(Cl)c3)nnc2[nH]c1=O
65 | CCn1ccc(C(=O)N(Cc2ccccn2)c2nc3ccc(OC)cc3s2)n1
55 | COc1ccc(C)c2sc(N(Cc3cccnc3)C(=O)/C=C/c3ccccc3)nc12
55 | CCOc1ccccc1-n1ccn(Cc2cc(C)ccc2C)c(=O)c1=O
41 | Cc1ccc(/C=C2/N=C(c3ccccc3)OC2=O)o1
73 | CC[C@]1(O)C[C@H]2CN(CCc3c([nH]c4ccccc34)[C@@](C(=O)OC)(c3cc4c(cc3OC)N(C)[C@H]3[C@@](O)(C(N)=O)[C@H](O)[C@]5(CC)C=CCN6CC[C@]43[C@@H]65)C2)C1
58 | Cc1nc(-c2cccc(F)c2)sc1CCNC(=O)CC(C)(C)C
55 | COc1cc([N+](=O)[O-])cc2sc(NC(=O)CCSc3ccc(F)cc3)nc12
72 | O=C(/C=C/c1ccccc1Cl)Nc1nnc(-c2ccc(F)cc2)o1
61 | O=C(Cn1c(-c2cccnc2)nc2ccccc21)NCc1ccc(F)cc1
57 | Nc1nc(-c2ccc3c(c2)CCC3)cc(C(F)(F)F)n1
66 | Cc1ccccc1Cn1cnc2c(cnn2CCNC(=O)Cc2ccccc2)c1=O
61 | CCOc1ccccc1NC(=Nc1nc(C)cc(C)n1)NC(=O)c1ccccc1
64 | CSc1cccc2sc(N3CCN(C(=O)/C=C\c4ccc5c(c4)OCO5)CC3)nc12
55 | C#CC(C)(C)NCc1c(C)c(C)c(C)c(C)c1C
61 | Cc1ccc(S(=O)(=O)N=C(c2ccccc2)N2CCOCC2)c(C)c1
76 | O=C(Nc1nc2cc3c(cc2s1)OCO3)c1ccccc1F
73 | COCCn1c(=NC(=O)c2ccn(C)n2)sc2cc(OC)ccc21
73 | O=C(O)C1(CCc2ccc(Br)cc2)CCNCC1
90 | O=S(=O)(Cc1ccc(Cl)cc1)c1ccc(N2CCN(c3ccc(F)cc3)CC2)nn1
115 | COc1ccc(NC(=O)Cn2c(C)cc(C)c(-c3nc(-c4ccc(F)cc4)no3)c2=O)c(OC)c1
71 | CCCCN(C)S(=O)(=O)c1ccc(C(=O)Nc2nnc(Cc3cccs3)o2)cc1
60 | CC1(C)OC(=O)C(C2C3CC4CC(C3)CC2C4)C(=O)O1 (stereo unspecified)
70 | CS(=O)(=O)N1CCCC1C(=O)Nc1nnc(-c2cccs2)o1 (stereo unspecified)
64 | COc1ccc(N2CCN(CCNC(=O)C3CC3)CC2)cc1
64 | Oc1c(CN2CCCC2)cc(Cl)c2cccnc12

Part of the list above, set out differently:
SMILES | RMI-FANCM inh
O=C(O)C1(CCc2ccc(Br)cc2)CCNCC1 | 73
O=S(=O)(Cc1ccc(Cl)cc1)c1ccc(N2CCN(c3ccc(F)cc3)CC2)nn1 | 90

Further results
RMI-FANCM inh | mol
87 | Cc1cccc2c1Oc1nc(-c3ccccc3)nc(SCC(=O)Nc3ccc4c(c3)OCCO4)c1C2
162 | Cc1ccc(F)cc1NC(=O)Cn1cccc(-c2nc(-c3ccc(Cl)cc3)no2)c1=O
92 | CCSc1nnc(NC(=O)Cc2csc(NC(=O)c3ccc4c(c3)OCO4)n2)s1
82 | O=C(CCS(=O)(=O)c1ccc(Cl)cc1)Nc1nc2ccccc2s1
69 | COCC(=O)Nc1cc(C)nn1-c1nc(C)c(C)c(=O)[nH]1
46 | CS(=O)(=O)c1ccc2nc(N3CCN(C(=O)/C=C/c4cccs4)CC3)sc2c1
64 | CCOc1cc(C)c(C(C)C)cc1S(=O)(=O)NCC1CCCO1 (stereo unspecified)
59 | NC(=O)c1c(NC(=O)c2ccccc2Br)sc2c1CCCCC2
57 | CC(=O)Nc1ccc(S(=O)(=O)Nc2ccc([N+](=O)[O-])cc2)cc1
67 | Cc1[nH]c2cccc([N+](=O)[O-])c2c1C
66 | Cc1ccccc1Cn1cnc2c(cnn2CCNC(=O)CC(C)(C)C)c1=O
91 | Cc1ccc(NC(=O)CSc2ncc(-c3cccc(Cl)c3)o2)cc1C
61 | CC(C)c1ccc(/C=N\NC(=O)COc2ccc(Br)cc2)cc1
59 | CCCCn1c(-c2ccc(Cl)cc2Cl)csc1=Nc1ccccc1
77 | Cc1ccc2cc(CCNC(=S)Nc3cccc(Br)c3)c(=O)[nH]c2c1
56 | Cc1cc(F)ccc1S(=O)(=O)NCC(c1ccc2c(c1)OCO2)N1CCN(c2ccccc2)CC1 (stereo unspecified)
67 | Cc1ccc(S(=O)(=O)N2CCN(c3ccc4nnc(C)n4n3)CC2)c(C)c1
57 | NC(=O)CCSSCCC(N)=O
66 | O=C1OC(C(=O)NCc2ccco2)Cc2ccc(Cl)cc21 (stereo unspecified)
61 | Cc1cccc2sc(N(CCCN3CCOCC3)C(=O)c3ccnn3C)nc12
65 | COc1ccc2c(C)cc(SCC(N)=O)nc2c1
73 | O=C(O)CCCNC(=O)COc1ccccc1OCC(=O)NCCCC(=O)O
53 | COc1ccc2c(c1)CCCN2C(=O)c1c(-c2c(Cl)cccc2Cl)noc1C
54 | CCOC(=O)C1CCN(C(=O)c2cccnc2Oc2ccc(Cl)cc2)CC1
52 | CC(C)(C)OC(=O)N1CCN(C(=O)/C=C/C(=O)O)CC1
71 | COc1ccc(F)cc1S(=O)(=O)N1CCN(c2ccc(-c3cccs3)nn2)CC1
60 | C=CC(C)(C)c1c2c(c(O)c3c(=O)c4ccc(O)c(O)c4oc13)C=CC(C)(C)O2
66 | O=C(NCc1ccc(-c2csnn2)cc1)Nc1ccc(Cl)cc1
79 | O=C(Cn1cnc2c([nH]c3ccccc32)c1=O)N1CCc2ccccc2C1
57 | CCC(=O)N1CCCc2ccc(NS(=O)(=O)Cc3ccccc3)cc21
63 | O=C(O)COc1ncnc2ccccc12
58 | CCN1C(=O)c2cccc3c(NC(=O)CS(=O)(=O)c4ccc(F)cc4)ccc1c23
59 | CC(C)Cn1c(=O)n(C)c(=O)c2[nH]cnc21
56 | Cc1nc2ccccc2c(=O)n1-c1cccc(NC(=O)COc2ccc(Cl)cc2Cl)c1
63 | Cn1c(SCC(=O)NCc2ccccc2)nnc1-c1ccc2ncccc2c1
76 | COc1ccc(-c2noc(Cn3nc(-c4ccccc4OC)ccc3=O)n2)c(OC)c1

An excerpt; the hit share may differ from the screen's.
